H9c2 TAG inh: triacylglycerol accumulation inhibition. H9c2 cells, Nile Red lipid (TAG) fluorescence; cells loaded with 200 µM oleic acid. inhibition, % at 12.5 µM. actives 0.66% (n = 230,000);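 active means pattern-corrected inhibition of lipid staining of at least 50% with the nuclear-stain viability signal not falling by more than 50%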;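 further: 0% = DMSO wells and 100% = triacsin C control wells; some results filed as inactive read as strong as hits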
H9c2 TAG inh DAPI viability: also measured in H9c2 TAG inh; calls as there; DAPI nuclei signal change (viability), lower = more cytotoxic, %;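 whole-well DAPI fluorescence read on a plate reader as a viability signal; minus 50 percent equals half of cells still viable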
An asterisk follows results filed as active. The list is partial. The share of hits here may be higher or lower than overall.

Below each compound: H9c2 TAG inh	H9c2 TAG inh DAPI viability
Cc1ccc(-n2nc3c(c2NC(=O)c2ccc(F)c(F)c2)CS(=O)(=O)C3)cc1
  9	3
COc1ccc(CNC(=O)CN2CCN(S(=O)(=O)c3ccccc3)CC2)cc1
  1	4
COCCn1c(-c2cc(OC)c(OC)c(OC)c2)nc2oc3ccccc3c(=O)c2c1=O
  2	7
CCOc1ccc(S(=O)(=O)NCCC(=O)N(C)CC(=O)Nc2ccc(N3CCOCC3)cc2)cc1
  -13	6
COc1ccc(CNC(=O)CSc2nnc(C3CC3)n2C2CC2)cc1
  7	-2
COc1cccc(Nc2nc(=O)[nH]nc2C)c1
  -2	-6
O=C(Cc1ccccc1)c1c[nH]c(C(=O)NCc2ccncc2)c1
  10	-15
Cc1ccc(OCCCC(=O)Nc2ccc(S(=O)(=O)Nc3cc(C)on3)cc2)cc1
  -21	4
COCCn1c(SCC(=O)Nc2nc3ccccc3s2)nnc1-c1ccoc1C
  17	0
CN(C1CCCCC1)S(=O)(=O)CCNC(=O)c1ccccc1
  10	0
COc1ccc(S(=O)(=O)n2[nH]c(=O)c(CCO)c2C)cc1
  -22	4
O=C(COC(=O)CNC(=O)c1ccccc1F)Nc1nnc(-c2ccccc2)o1
  26	1
CN1CCCC2(CCCN(Cc3nc(Cc4cccc(C(F)(F)F)c4)no3)C2)C1 (stereo not given)
  -1	0
COc1ccc2nc(NC(=O)CCNC(=O)c3ccco3)sc2c1
  -14	5
COc1ccc(OCC(N)=O)cc1
  9	-12
CCOc1ccccc1Nc1nc(-c2sc(NC(=O)c3cccc(Cl)c3)nc2C)cs1
  16	-2
Cc1nc(Nc2nc3ccccc3o2)nc(C)c1C
  -2	10
Cc1ccc(N=C2NC(=O)/C(=C/C=C/c3ccco3)S2)cc1C
  -7	1
S=c1nc2ccccc2c2nc(-c3cccnc3)[nH]n12
  2	-2
CN=C1SC(CC(=O)Nc2ccc(F)cc2F)C(=O)N1/N=C(\C)c1cccc(OCC(=O)O)c1 (stereo not given)
  7	0
Cc1cc(C)n2c(SCC(=O)N(C)C3CCCCC3)nnc2n1
  -37	-1
COc1cc(C(O)c2nc(-c3ccc(F)c(Cl)c3)cs2)ccc1F (stereo not given)
  -1	-4
CCN1/C(=C2/SC(=S)N(NC(C)=O)C2=O)Sc2ccc(OC)cc21
  1	5
c1ccc(-c2ncc(-c3ccn[nH]3)s2)cc1
  -1	6
Cc1ccc(N2CCN(S(=O)(=O)c3ccc(F)cc3)CC2)c(C)c1
  -19	-4
CC1C=CCC2C(=O)N(c3cccc(C(=O)Nc4ccc(F)cc4)c3)C(=O)C12 (stereo not given)
  2	0
O=S(Cc1ccc(Cl)cc1)c1ncc(CO)n1Cc1ccccc1 (stereo not given)
  -6	-7
CCCCN1C(=O)C(CC(=O)NCCN2CCOCC2)CC(C(=O)N(C(C)C)C(C)C)=C1C (stereo not given)
  -18	4
Cc1ccc(S(=O)(=O)c2c(N)n(/N=C/c3ccco3)c3nc4ccccc4nc23)cc1C
  24	19
CC(NC(=O)c1cccc(Br)c1)c1ccccc1 (stereo not given)
  -6	-13
COc1ccc(C(=O)Nc2ccccc2C(=O)Nc2ccccn2)cc1
  10	-5
C/C(CCS(=O)(=O)c1ccccc1)=N/O
  11	-5
CCOC(=O)N1CCN(c2cc(=O)n(C)c(=O)n2C)CC1
  -1	-2
Cc1occc1C(=O)N/N=C/c1ccc(OCc2ccccc2)cc1
  -11	5
COC(=O)c1ccc(C(=O)OC)c(NC(=O)CN2CCN(c3ccc(OC)cc3)CC2)c1
  56*	-23*
Cc1ccc(-c2nc(N3CCN(C)CC3)c3ccccc3n2)cc1
  14	7
O=C(COC(=O)c1ccc(O)cc1O)Nc1ccc2ccccc2c1
  -2	3
Cc1cc(C(=O)COc2ccccc2C(N)=O)c(C)n1C1CC1
  -36	22
O=C(CSc1cccc[n+]1[O-])Nc1c(Br)cc([N+](=O)[O-])cc1Br
  -14	10
CCN(CC)S(=O)(=O)c1ccc(NC(=O)C2CC(=O)N(c3ccc4c(c3)OCCO4)C2)cc1 (stereo not given)
  -2	2
COc1ccc(C(=O)COC(=O)c2c(-c3ccccc3)noc2C)c(OC)c1
  1	2
COc1c(N2C[C@@H]3CCCN[C@@H]3C2)c(F)cc2c(=O)c(C(=O)O)cn(C3CC3)c12
  -22	40
COc1ccc(CCNC(=O)CCCNC(=O)Cn2cnc3sc(C)c(C)c3c2=O)cc1OC
  4	-2
COc1ccc(NC(=O)CC2SC(=NCC3CCCO3)NC2=O)cc1 (stereo not given)
  -15	8
CCS(=O)(=O)N1N=C(c2cccc(NS(C)(=O)=O)c2)CC1c1ccccc1 (stereo not given)
  -9	1
O=C1OCCN1C(=O)[C@H]1[C@H](c2ccc(F)cc2)C(c2cccc(Cl)c2)=NN1c1ccccc1
  -2	66
Cn1c(=O)c2c(SCC(=O)N3CCN(c4ccccc4)CC3)nc(C3CC3)nc2n(C)c1=O
  9	0
CS(=O)(=O)c1ccc(Cl)c(NC(=O)COC(=O)c2ccc(F)cc2Cl)c1
  140	-102
CCn1c(COc2ccc(Cl)cc2)nnc1SCc1ccc(C#N)cc1
  -20	-13
CC1=C(C(=O)N(C)C)CC(CC(=O)NC(c2ccccc2)c2ccccc2)C(=O)N1CCC1=CCCCC1 (stereo not given)
  19	-6
Cc1nn(CC(=O)NCc2ccc(C(=O)O)cc2)c(C)c1[N+](=O)[O-]
  5	4
CN(C)c1ccc(C=Cc2ccnc3c(O)cccc23)cc1
  30	-12
Cc1ccc(NC(=O)Cn2cnc3c(NCc4ccccc4)ncnc32)cc1C
  6	-1
COc1cc(C2C(C#N)=C(N)OC3=C2C(=O)CCC3)cc(OC)c1OC(=O)N1CCOCC1 (stereo not given)
  -4	0
CO/N=C/c1ccc(OC)c(Oc2nc(OC)cc(OC)n2)c1
  -17	8
COc1cc2cc(CN(CCN3CCCC3)C(=O)Nc3ccc(F)cc3)c(=O)[nH]c2cc1OC
  33	7
CCOC(=O)c1c(C)[nH]c(C(=O)COC(=O)CNS(=O)(=O)c2ccc(C)cc2)c1C
  -6	-3
O=c1cc(C(F)(F)F)nc(-c2cccnc2)[nH]1
  -3	-2
O=C(Nc1ccc2c(c1)OCCO2)C1CCCN1S(=O)(=O)c1ccc(Cl)cc1 (stereo not given)
  -11	-9
COCCCNc1ccn2nc(-c3ccc(CC(C)C)cc3)cc2n1
  7	13

The list continues:
Below each compound: H9c2 TAG inh	H9c2 TAG inh DAPI viability
NS(=O)(=O)c1ccc(NC(=O)C(=O)NCCC(=O)O)cc1
  10	-5
Cc1ccc(C(=O)O/N=C2/CC3CCC2(C)[C@@]3(C)CBr)cc1 (stereo not given in full)
  -17	3
CC1CC1C(=O)N(C)CC(=O)Nc1cccc(F)c1 (stereo not given)
  -13	10
CC(C)C(=O)NC(CC(=O)O)c1ccccc1 (stereo not given)
  5	-2
O=C(NCc1ccccn1)C1CCN(S(=O)(=O)c2cnc[nH]2)CC1
  -15	-2
COc1ccc(N(C)S(=O)(=O)c2cccc(C(=O)NC3CCCCC3C)c2)cc1 (stereo not given)
  23	-5
COc1ccc(/C=N/n2cncn2)cc1Cn1cc([N+](=O)[O-])cn1
  3	-4
Cc1ccc(NS(=O)(=O)c2ccc3c(c2)oc(=O)n3C)c(C)c1
  -12	6
O=C(O)C1SCCN1S(=O)(=O)c1ccc(N=NN2CCOCC2)cc1 (stereo not given)
  10	-6
Oc1cc(Nc2ccccc2)cc2cccnc12
  5	-8
CCOC(=O)CSc1ccc2nnc(-c3ccccc3)n2n1
  2	8
COc1cc(C(=O)NC2CCCc3ccccc32)ccc1OCC(=O)Nc1ccc(F)cc1 (stereo not given)
  -4	-4
CSc1ccc(Cn2c(C)c(C(=O)NCc3cccs3)sc2=O)cc1
  -9	-5
CCC(=O)Nc1ccc(Br)c(Cl)c1
  -3	-1
CC(C)OCC(O)CN1CCNCC1 (stereo not given)
  13	-10
O=C(CCn1c(=S)oc2ccccc21)N1CCN(c2ccc(F)cc2)CC1
  5	5
Cc1ccc2cc(C#N)c(NCCNC(=S)NCCCN(C)C)nc2c1C
  19	51
Cc1cccc(N/C=C(\[N+](=O)[O-])S(=O)(=O)c2ccccc2)c1C
  8	0
Cc1ccc(C)c(OCc2ccc(C(=O)Nc3ccc([N+](=O)[O-])cn3)o2)c1
  -10	-1
O=C(NNC(=O)c1ccccc1[N+](=O)[O-])Nc1ccccc1C(F)(F)F
  5	4
CCN(C(=O)COC(=O)c1[nH]c(C)c(C(C)=O)c1C)C1CCS(=O)(=O)C1 (stereo not given)
  -7	-8
CC(=O)[C@@]1(O)CC[C@H]2[C@@H]3CCC4=CC(=O)CC[C@]4(C)[C@H]3CC[C@@]21C
  -13	4
CN(C)/C=C/C(=O)c1ccc(Br)s1
  -4	4
CCCCNc1nc2sc3c(c2c(=O)n1-c1cccc(Cl)c1)CCN(C)C3
  -18	18
Cc1ccccc1S(=O)(=O)NC1OC(=O)C(Oc2ccccc2)=C1Br (stereo not given)
  19	-9
Cc1ccc2c(cnn2C(=O)CCC(=O)NCc2cccc(Br)c2)c1
  5	-9
COCC(=O)N(CCN(C)C)Cc1cc2cc3c(cc2nc1Cl)OCO3
  5	6
CCOC(=O)CSc1nc2cccnc2n1C
  0	1
CCOC(=O)N1CCN(C(=O)CSc2nc3c(cnn3-c3ccccc3)c(=O)[nH]2)CC1
  -5	8
C[C@@H]1CN([C@@H](C)CO)C(=O)c2cc(NS(=O)(=O)c3ccc(F)cc3)ccc2O[C@@H](C)CCCCO[C@H]1CN(C)C(=O)NC1CCCCC1
  12	-7
COc1ccc(C2CCCN2C(=O)Nc2ccc(Cl)cc2)cc1OC (stereo not given)
  2	4
O=c1cc(-c2ccc(O)c(O)c2)oc2c1ccc1ccccc12
  3	3
Cc1ccc(N2CCN(S(=O)(=O)c3ccc(Cl)s3)CC2C)cc1 (stereo not given)
  -28	14
CN(C)CCN(C(=O)c1ccc(S(=O)(=O)N2CCc3ccccc32)cc1)c1nc2ccc(F)cc2s1
  15	0
Cc1cccc(-c2nnc(SCC#N)n2-c2cccc(Cl)c2)c1
  18	-11
CCOC(=O)[C@H](O)[C@@H](O)c1cccc([C@H](O)[C@@H](O)C(=O)OCC)c1
  18	8
Cc1ccc(C23CC4CC(CC(NC(=O)N5CCN(C)CC5)(C4)C2)C3)cc1
  13	0
COc1cc(CN2CCC(n3nccc3NC(=O)C3CCOC3)CC2)ccc1F (stereo not given)
  11	-1
CC(=O)c1cc2c(cc1NS(=O)(=O)c1ccccc1F)OCO2
  6	-22
O=c1[nH]c2ccccc2c(=O)c2ccccc12
  13	4

Structures listed so far containing an aryl thioether with sulfur outside any ring (eleven):
Below each compound: H9c2 TAG inh	H9c2 TAG inh DAPI viability
COc1ccc(CNC(=O)CSc2nnc(C3CC3)n2C2CC2)cc1
  7	-2
COCCn1c(SCC(=O)Nc2nc3ccccc3s2)nnc1-c1ccoc1C
  17	0
Cc1cc(C)n2c(SCC(=O)N(C)C3CCCCC3)nnc2n1
  -37	-1
O=C(CSc1cccc[n+]1[O-])Nc1c(Br)cc([N+](=O)[O-])cc1Br
  -14	10
Cn1c(=O)c2c(SCC(=O)N3CCN(c4ccccc4)CC3)nc(C3CC3)nc2n(C)c1=O
  9	0
CCn1c(COc2ccc(Cl)cc2)nnc1SCc1ccc(C#N)cc1
  -20	-13
CCOC(=O)CSc1ccc2nnc(-c3ccccc3)n2n1
  2	8
CSc1ccc(Cn2c(C)c(C(=O)NCc3cccs3)sc2=O)cc1
  -9	-5
CCOC(=O)CSc1nc2cccnc2n1C
  0	1
CCOC(=O)N1CCN(C(=O)CSc2nc3c(cnn3-c3ccccc3)c(=O)[nH]2)CC1
  -5	8
Cc1cccc(-c2nnc(SCC#N)n2-c2cccc(Cl)c2)c1
  18	-11

(further entries)
Below each compound: H9c2 TAG inh	H9c2 TAG inh DAPI viability
CC(Cc1ccccc1)C(=O)N(C)Cc1ccccc1 (stereo not given)
  -9	-1
COC(=O)c1cc(=O)n(-c2ccccc2)c(=Nc2ccccc2)s1
  -8	0
O=S(=O)(Nc1cccc(S(=O)(=O)N2CCOCC2)c1)c1ccc(Cl)s1
  0	-7
Cc1ccccc1Oc1ccc2c(c1)[C@@H]1C[C@H](N(C)C(=S)Nc3ccc(F)cc3)[C@H]([C@H](C)O)C(=O)N1CC2
  2	0
O=C(OCC(=O)c1cccs1)C1=COCCO1
  -20	-1
O=C(CCN=C1NS(=O)(=O)c2ccccc21)OCC(=O)c1ccc(F)c(F)c1
  0	-7
Cc1cccc(NC(=O)c2ccoc2C)n1
  -3	-1
Nc1nonc1NC(=O)NN=C1CCCCC1
  -2	3
COc1ccccc1CNC(=O)C1(NC(=O)Nc2ccc(C)cc2)CCCCC1
  14	4
CC(C)c1ccc(NC(=O)CSc2n[nH]c(=O)n2-c2ccc3c(c2)OCCO3)cc1
  2	8
COc1ccccc1NC(=O)COC(=O)c1ccccc1SCC(=O)N1CCCC1
  11	-3
CN(C)c1ccc(-c2csc(C(O)c3cccc(Cl)c3)n2)cc1 (stereo not given)
  -14	2
CC(=O)n1nc(-c2cccnc2)nc1NCc1cccs1
  6	-4
